# Compound activity deposited in PubChem by several laboratories.
# NR5A2 inv ag: inverse agonists of human LRH-1 (NR5A2) | O00482 | HEK293T StAR-luciferase reporter, LRH-1 transfected, 24 h | inhibition, % at 3.6 µM | 360,000 compounds, 0.13% hits | AID 602396;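 active = inhibition above the mean inhibition of all tested compounds plus 3 SD, cut at about 73% in these data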;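 note: 0% = DMSO wells and 100% = reporter-only cells lacking LRH-1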
# TRAIL sens C8: sensitizes caspase-8 expressing cells to TRAIL. NB7+C8 cells + TRAIL, ATPlite viability luminescence. inhibition (viability loss, TRAIL sensitization), % at 10 µM. 360,000 compounds, 1% hits;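 active = compounds causing at least 50% loss of cell viability in the single-dose screen, relative to plate controls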
# SRC3 inh: inhibits human SRC3 coactivator; HEK293 GAL4-SRC3 luciferase reporter, luminescence; inhibition, % at 3.6 µM; 360,000 compounds, 0.17% hits; AID 588352;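 active = inhibition above a per-campaign cutoff, the mean of all compounds plus 3 SD, cut at about 60% in these data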;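 note: 0% = DMSO-treated cells and 100% = gossypol-treated cells at 36 µM; higher means less SRC3-driven luciferase light from the GAL4 reporter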
# CF NFkB block: blocks PAF-induced NF-kB reporter in cystic fibrosis cells; KKLEB NF-kB-GFP reporter, GFP fluorescence overnight; inhibition, % at 5 µM; 360,000 compounds, 0.86% hits; AID 588850;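 active = at least 50% inhibition at 5 µM, scaled per plate between neutral and stimulator controls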;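 note: PAF is a Pseudomonas aeruginosa culture filtrate used as stimulus; plate controls were PAF-stimulated DMSO wells for no effect and unstimulated DMSO wells for full effect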
# Shn3 inh set2: inhibitors of Schnurri-3 3'UTR reporter in osteoblasts; 360,000 compounds, 0.52% hits; Clone20 osteoblast Shn3 3'UTR firefly luciferase, 24 h; inhibition, % at 12.5 µM;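 active = mean inhibition of at least 75% with every replicate also reaching 75%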;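 note: 0% = median of neutral control wells and 100% = pilot-screen positive control compound; some compounds past the cut are filed as inactive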
# EBV LMP1 NFkB: reduces LMP1-driven NF-kappaB luciferase signal | LMP1-induced NF-kappaB luciferase reporter cells, luminescence | inhibition, % at 12.5 µM | 350,000 compounds, 0.69% hits | AID 504558; in the data active = inhibition above about 41%;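 note: 0% = neutral control wells and 100% = reference inhibitor control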
# KKLEB tox: CF airway cell cytotoxicity counter-screen | 360,000 compounds, 0.36% hits | activity change (cytotoxicity), % at 5 µM | KKLEB CF airway cells viability, ATPlite luminescence, overnight; stronger effect = lower value; cells stimulated with P. aeruginosa culture filtrate;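 active = corrected activity change at or below -50% at 5 µM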
# COUP-TFII inh: NR2F2 (human) inhibition, primary screen. P24468. HEK293T NGFI-A luciferase reporter, luminescence. inhibition, % at 8.6 µM. 370,000 compounds, 0.7% hits. AID 686940;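 active = inhibition above a per-plate cutoff, mean inhibition of test wells between control levels plus 3 SD, cut at about 38% in these data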;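 note: cells cotransfected with COUP-TFII expression vector driving the NGFI-A reporter; 0% = median of COUP-TF2 test wells and 100% = reporter-only cells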
# TWEAK Fn14 block: blocks TWEAK-Fn14 interaction in a reporter cell assay; TWEAK-stimulated Fn14 reporter cells, luciferase luminescence, 8 h; inhibition, % at 10 µM; 360,000 compounds, 2% hits; AID 1159606; in the data active = inhibition above about 50%
# TROY NFkB inh: inhibitors of TROY-dependent NF-kB signaling. AID 1347056. 360,000 compounds, 0.98% hits. inhibition, % at 10 µM. Q293 LMP1-TROYcd NF-kB luciferase reporter, 4 h;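 active = compounds whose plate-normalised and pattern-corrected inhibition of the luciferase reporter signal at the single screening dose is 50% or more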
# NCOA1 inh: inhibits human SRC1 coactivator; AID 588354; HEK293 GAL4-SRC1 luciferase reporter, luminescence; inhibition, % at 3.6 µM; Q15788; 360,000 compounds, 0.12% hits;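 active = inhibition above the campaign mean plus 3 SD, with each screening campaign given its own cutoff, cut at about 60% in these data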;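 note: 0% = DMSO treated cells and 100% = gossypol at 36 µM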
# Starred values were filed as active, the others as inactive; nt = no result given.
SMILES,NR5A2 inv ag,TRAIL sens C8,SRC3 inh,CF NFkB block,Shn3 inh set2,EBV LMP1 NFkB,KKLEB tox,COUP-TFII inh,TWEAK Fn14 block,TROY NFkB inh,NCOA1 inh
CCOC(=O)c1sc(N)c(C#N)c1CSc1nnc(C2CC2)n1N,-10,-8,7,-17,-10,-1,6,-19,16,-9,-6
CC1CCN(Cc2nnnn2CCCC(=O)NCCc2cnn(C)c2)CC1,-5,-8,17,13,-7,-1,-4,-6,-9,1,-4
Cc1[nH]c2ccccc2c1CN1CCN(c2ccccn2)CC1,14,6,-8,-7,nt,-11,4,8,0,7,-5
O=[N+]([O-])c1ccc(Nc2ccc(N3CCOCC3)cc2)c([N+](=O)[O-])c1,27,6,-1,-12,-52,7,3,2,-12,10,11
CC(C)(C)n1nc2c(c1NC(=O)Cc1cccc3ccccc13)CS(=O)(=O)C2,9,1,6,8,-1,-8,-7,3,-10,0,-57
CCCc1cc(=O)[nH]c(SCC(=O)Nc2ccc(Br)cc2Br)n1,13,-3,2,8,1,-4,10,-3,-18,68*,-33
COCCN(C(=O)CSc1nnc(-c2ccc(C)cc2)n1N)c1c(N)n(Cc2ccccc2)c(=O)[nH]c1=O,23,-3,12,15,-4,-18,-19,22,16,-20,7
COC(=O)N1CCCCC1c1cc(C(=O)N2CCOCC2)no1 (stereo unspecified),-7,-20,-10,-11,3,nt,-2,3,10,-1,-25
CCOC(=O)COc1nc(Nc2ccccc2C)nc(N(C)C)n1,-8,-12,12,12,1,0,5,-4,-1,0,-22
Cc1cc(N)n(-c2ccccc2)n1,26,-2,-9,-2,-13,8,-3,0,11,11,-22
C=CCn1c(C)cc(C(=O)CSc2nnc(C3CC3)n2C2CC2)c1C,-38,16,-21,-4,-50,-4,2,-24,-13,-22,-29
COc1cccc(-c2nc3c(c(=O)[nH]c(=O)n3Cc3ccccc3)n2CCO)c1OC(F)F,8,1,-26,22,9,11,-7,-27,1,-1,17
C=CCNc1oc(-c2ccco2)nc1S(=O)(=O)c1ccccc1,-10,-11,7,-20,8,-7,-1,11,6,-2,-2
O=C(COc1ccccc1)Nc1c(Cl)ccc2nsnc12,-3,-13,1,-3,-2,-5,2,5,7,-1,5
Cc1ccccc1-n1ncc2c1CC(C)(C)CC2NC(=O)c1cn[nH]c1C (stereo unspecified),-14,11,11,4,-1,3,31,3,-4,-11,-3
CC1=C(C(=O)OC(C)C)C(/C=C/c2ccccc2)NC(=O)N1 (stereo unspecified),9,-2,1,1,10,2,5,2,13,nt,9
COC(=O)c1cc(-n2cccc2)ccc1N1CCOCC1,-17,5,-26,5,-8,2,14,23,-4,5,0
CCOc1ccc(CC(=O)Nc2nccs2)cc1,-19,-3,6,-1,-55,-17,1,3,40,-22,-2
COc1ccc(C(=O)Nc2ccc(F)cc2F)cc1OC,-24,1,-18,-17,-29,-3,9,7,-4,-17,-5
CCN(Cc1ccccc1)C(c1ccccn1)c1nnnn1C(C)(C)CC (stereo unspecified),15,4,14,11,11,4,-6,15,4,-1,1
CCOc1ccc(CC(=O)Nc2c(C(N)=O)oc3ccc(Br)cc23)cc1OCC,-20,22,15,-10,-2,7,-16,4,37,21,-49
Cc1ccc(C(=O)OCC(=O)NC(=O)Cc2ccccc2)c(O)c1,-8,-16,-25,-1,1,-2,6,11,0,-3,-4
COc1cc(CNC(=O)C2CC(O)CN2C(=O)Nc2ccccc2)cc(OC)c1OC (stereo unspecified),8,5,8,-38,3,0,13,11,6,8,1
O/N=C/c1ccc(-c2ccccc2OC(F)(F)F)o1,-5,0,19,22,3,11,-6,-6,-6,-4,-1
Cc1cc(-c2c(C)[nH]n(-c3ccc(Cl)cc3)c2=O)n(-c2ccccc2)n1,-3,-22,7,8,-15,2,7,-13,-1,-5,-5

# Part of the list above, bar-delimited:
mol | NR5A2 inv ag | TRAIL sens C8 | SRC3 inh | CF NFkB block | Shn3 inh set2 | EBV LMP1 NFkB | KKLEB tox | COUP-TFII inh | TWEAK Fn14 block | TROY NFkB inh | NCOA1 inh
COC(=O)c1cc(-n2cccc2)ccc1N1CCOCC1 | -17 | 5 | -26 | 5 | -8 | 2 | 14 | 23 | -4 | 5 | 0
CC1=C(C(=O)OC(C)C)C(/C=C/c2ccccc2)NC(=O)N1 (stereo unspecified) | 9 | -2 | 1 | 1 | 10 | 2 | 5 | 2 | 13 | nt | 9
Cc1cc(-c2c(C)[nH]n(-c3ccc(Cl)cc3)c2=O)n(-c2ccccc2)n1 | -3 | -22 | 7 | 8 | -15 | 2 | 7 | -13 | -1 | -5 | -5
C=CCn1c(C)cc(C(=O)CSc2nnc(C3CC3)n2C2CC2)c1C | -38 | 16 | -21 | -4 | -50 | -4 | 2 | -24 | -13 | -22 | -29

# Going on with the list:
SMILES,NR5A2 inv ag,TRAIL sens C8,SRC3 inh,CF NFkB block,Shn3 inh set2,EBV LMP1 NFkB,KKLEB tox,COUP-TFII inh,TWEAK Fn14 block,TROY NFkB inh,NCOA1 inh
CCCC1OC2CC3C4CCC5=CC(=O)C=CC5(C)C4C(O)CC3(C)C2(C(=O)O)O1 (stereo unspecified),5,2,-84,74*,8,10,32,-21,13,18,-13
COc1ccc(-c2ccc(-c3noc(-c4ccccc4C)n3)c(OC)n2)cc1,8,9,-32,-19,3,8,7,10,-10,-24,-2
CC(C)CC(/C(O)=C(\C#N)c1nc2ccccc2[nH]1)N1C(=O)c2ccccc2C1=O (stereo unspecified),19,65*,-15,-5,5,10,-3,7,16,15,-2
CCOC(=O)C1=C(C)N(c2nonc2NC(C)=O)C(N)=C(C#N)C1c1ccccc1F (stereo unspecified),5,-3,1,8,-10,-4,-3,-11,10,11,2
CCCOc1ccc(N2C(=O)CC(N(Cc3ccco3)C(=O)CC)C2=O)cc1 (stereo unspecified),-10,4,22,-9,-5,8,6,25,2,-2,-13
C=CCN(CC=C)CCOc1ccccc1[N+](=O)[O-],-3,-1,7,-9,10,-5,-1,-22,-2,13,5
O=C(Cc1ccc([N+](=O)[O-])cc1)Nc1cccc(C(=O)N2CCCCC2)c1,7,-1,4,-11,8,6,0,10,-8,-7,-3
C[C@@H]1CN([C@@H](C)CO)C(=O)CCCn2nncc2CO[C@H]1CN(C)C(=O)c1ccccc1,10,-3,4,10,-13,3,9,5,4,-2,-14
O=C(c1cccs1)N1CCN(Cc2ccc3c(c2)OCO3)CC1,-2,4,17,-13,-13,3,12,nt,-18,6,-2
CNC(=O)c1c(NC(=O)CS(=O)(=O)c2ccc(F)cc2)sc(C)c1C,5,12,-24,-4,11,-2,0,6,-3,3,1
C=CCNC(=O)CCC(=O)NNc1nc2ccccc2c2nc(-c3ccccc3)nn12,13,8,-2,-24,5,-7,8,0,-22,-2,-26
CCc1c(C)sc(NC(=O)CSc2nc3c(c(C(F)(F)F)n2)CCc2ccccc2-3)c1C#N,13,5,-2,4,-5,-24,-9,-4,-123,6,-5
CCC(=O)N1CCCC(C)(C(=O)Nc2ccc(OC)c(F)c2)C1 (stereo unspecified),-16,-18,5,6,6,nt,12,-13,4,-8,-2
CC(C)(C)NC(=O)NC(=O)COC(=O)C1CC(=O)N(Cc2ccccc2)C1 (stereo unspecified),11,2,-2,19,24,-5,-1,7,-10,6,4
CCCCC(=NCCO)C1=C(O)C(C(=O)OC)C(C)(C)CC1=O (stereo unspecified),7,2,9,8,4,-5,-6,-9,-2,1,0
Nc1[nH]c(C(=O)c2ccccc2)c(-c2ccc(Br)cc2)c1C(=O)NCCc1c[nH]c2ccccc12,-31,3,nt,nt,nt,nt,nt,3,19,8,nt
Cc1ccc(S(=O)(=O)Nc2ccc3[nH]ccc3c2)cc1,-18,4,-12,17,-4,-13,-11,-15,8,-6,-4
NC(=O)CNC(=O)C1CCN(S(=O)(=O)c2ccc(-n3cnnn3)cc2)CC1,1,9,2,-13,0,-7,-3,-4,31,3,9
Nc1cc(C(=O)OCC(=O)NCCC2=CCCCC2)ccc1Cl,6,-7,-2,-9,28,-8,11,-6,-3,-16,-7
Cc1cc2c(c(=O)n1Cc1ccc3c(c1)OCO3)C(c1cccnc1)C(C#N)=C(N)O2 (stereo unspecified),-3,-9,9,3,-3,-3,-3,-1,11,10,8
Cc1ccc(NC(=O)CN2C(=O)NC3(CCCCC3C)C2=O)cc1S(=O)(=O)N1CCCCC1 (stereo unspecified),10,-12,20,10,19,10,0,-8,5,-20,12
C/C(N)=C(/C#N)C(=O)COC(=O)C1CCC(C(C)(C)C)CC1 (stereo unspecified),9,-2,9,0,45,-1,-4,2,10,-5,4
Cc1ccc2[nH]c3c(=O)[nH]ncc3c2c1,-1,18,-2,13,7,5,8,1,6,13,2
O=C(CSc1ncnc2nc[nH]c12)Nc1ccc(Br)cc1Cl,-10,3,20,12,-5,1,-10,-7,-31,-20,4
Cn1c(=O)[nH]c(=O)c2c1nc(NC1CCCCC1)n2Cc1ccccc1,19,-9,-8,-1,3,11,1,-16,9,6,-1
Cc1cc(NC(=O)CSCC(=O)Nc2ccccc2Oc2ccccc2)no1,4,25,-27,-10,23,-20,-10,13,-62,4,-42

# Copied from the results shown for reference:
SMILES,NR5A2 inv ag,TRAIL sens C8,SRC3 inh,CF NFkB block,Shn3 inh set2,EBV LMP1 NFkB,KKLEB tox,COUP-TFII inh,TWEAK Fn14 block,TROY NFkB inh,NCOA1 inh
CCCC1OC2CC3C4CCC5=CC(=O)C=CC5(C)C4C(O)CC3(C)C2(C(=O)O)O1 (stereo unspecified),5,2,-84,74*,8,10,32,-21,13,18,-13
COc1ccc(-c2ccc(-c3noc(-c4ccccc4C)n3)c(OC)n2)cc1,8,9,-32,-19,3,8,7,10,-10,-24,-2

# These rows are one share of the data, so the mix of outcomes need not match the whole.
